KinaseGlo FLuc: counter-screen: inhibitors of Kinase-Glo firefly luciferase; AID 1379; Q27757; Kinase-Glo luciferase, ATP luminescence, 8 min; Potency, µM (titrated, usually from 38.3 µM), for inactives: at the top dose activity change, negative = inhibition, usual class: inhibitors; 0.28% of 200,000 active; further: on the % scale 0 is the no-effect control and ±100 the full control effect; nearly all actives have a fitted effect of over 60% in size
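Compounds were added to a substrate mix at pH 7.2 (50 mM imidazole, 10 uM ATP, within the enzyme's linear range), followed by Kinase-Glo detection reagent; luminescence was measured after 8 minutes at ambient temperature.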
SMN2 splice up: SMN2 splice variant enhancement; AID 1458; 2.8% of 210,000 active; Potency, µM (highest dose often 46.1 µM), inactives show at the top dose activity change, positive = activation, actives largely listed as activators; HEK293 SMN2-luciferase splicing reporter, luminescence, 30-36 h; further: % of control where 0% means no effect; nearly all actives have a fitted effect of over 55% in size
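HEK293 cells carry an SMN2 minigene-luciferase reporter in which exon 7 inclusion puts luciferase in frame. Cells were seeded at 2000 cells/well, attached for 10-12 hours, then exposed to compounds for 30-36 hours at 37C before ONE-Glo luminescence.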
Epigenetic derep: epigenetic control regulation, reporter derepression; murine LDR cells, GFP reporter derepression, 30 h; Potency, µM (titrated, usually from 53.9 µM), for the others: at the highest dose GFP activation, usual class: activators; 0.2% of 280,000 active; AID 1865; further: % of control where 0% means no effect; nearly all actives have a fitted effect of over 60% in size
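Readout is the number of GFP-expressing murine LDR cells, counted by cytometry following washing. Cells were treated with compound for 30 h at 37 C; the stably integrated CMV-GFP locus is normally silent.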
RECQ1 inh: inhibitors of human RECQ1 DNA helicase. AID 2549. 0.54% of 240,000 active. Potency, µM (series often up to 57.3 µM), without a hit: at the highest dose activity, negative = inhibition, hits mostly inhibitors. RECQ1 DNA unwinding, red fluorescence kinetic read;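 further: plate controls were vehicle for no effect and no enzyme for full effect; nearly all actives have a fitted effect of over 30% in size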
Target sequence (P46063 whole entry, looked up): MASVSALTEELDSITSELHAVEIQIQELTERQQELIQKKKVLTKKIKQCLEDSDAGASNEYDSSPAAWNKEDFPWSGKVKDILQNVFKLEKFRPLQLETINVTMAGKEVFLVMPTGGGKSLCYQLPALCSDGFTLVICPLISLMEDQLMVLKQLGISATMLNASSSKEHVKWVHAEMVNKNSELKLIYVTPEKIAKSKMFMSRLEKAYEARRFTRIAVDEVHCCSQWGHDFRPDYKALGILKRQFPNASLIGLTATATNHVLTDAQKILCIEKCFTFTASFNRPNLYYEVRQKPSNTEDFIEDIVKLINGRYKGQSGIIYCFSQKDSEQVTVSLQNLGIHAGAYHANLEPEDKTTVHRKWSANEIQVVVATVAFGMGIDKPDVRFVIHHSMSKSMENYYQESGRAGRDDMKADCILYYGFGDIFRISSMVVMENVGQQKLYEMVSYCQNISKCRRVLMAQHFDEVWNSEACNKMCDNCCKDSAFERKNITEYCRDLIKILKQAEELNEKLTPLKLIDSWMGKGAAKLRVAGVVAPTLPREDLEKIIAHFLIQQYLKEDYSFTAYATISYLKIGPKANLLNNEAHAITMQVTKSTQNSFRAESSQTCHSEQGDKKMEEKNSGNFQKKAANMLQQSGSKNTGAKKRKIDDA
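50 nM RECQ1T1 preincubated 15 min with compound in Tris pH 8.0 buffer with MgCl2, DTT, Tween-20 and 2.5 ug/ml poly(dI-dC); started with 200 nM TAMRA/BHQ-2 forked duplex and 2 mM ATP. Unwinding read as fluorescence (525/598 nm), two reads 2 h apart.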
IMPase Li cell: membrane-permeable IMPase blocker, potentiated with lithium; AID 1457; Potency, µM (highest dose often 59.4 µM), without a hit: at the highest dose activity, negative = IMPase inhibition, hits mostly inhibitors; 0.35% of 210,000 active; CHO-M1 cells, IP1 TR-FRET (IP-One), carbachol + lithium;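 further: IP1 builds up when IMPase is blocked and the TR-FRET signal falls; plate controls were basal vehicle for no effect and high inhibitor control for full effect; nearly all actives have a fitted effect of over 50% in size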
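CHO cells stably expressing M1 receptor (2000/well, cultured 16–30 h) treated 30 min at 37C with compound plus low lithium. Cytosolic IP1 by TR-FRET (665/620 ratio and 620 channel) after 10 min lysis; AC50 by Hill fit.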
NPSR antag: blocks cAMP signaling of the human neuropeptide S receptor; Q6W5P4; CHO-NPSR cells, cAMP TR-FRET, antagonist mode; Potency, µM (titrated, usually from 38.3 µM), without a hit: at the highest dose activity change, negative = inhibition, hits mostly inhibitors; 1% of 220,000 active; AID 1461; further: on the % scale 0 is the no-effect control and ±100 the full control effect; nearly all actives have a fitted effect of over 50% in size; many of its hits are not listed in these tables
JMJD2E inh: JMJD2E (human) inhibition; B2RXH2; JMJD2E catalytic domain, FDH-coupled NADH fluorescence (FDH is formaldehyde dehydrogenase); Potency, µM (highest dose often 57.1 µM), inactives show at the top dose activity change, negative = inhibition, most hits filed as inhibitors; 1.6% of 230,000 active; AID 2147; active means well fitted inhibition curve with a large enough effect, not every such curve was filed as active; inconclusive means small, poorly fitted or top-dose-only effect, or another doubt; inactive means no such curve, though single readings can be large or run the other way;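 further: 0% = wells with enzyme and -100% = buffer wells without enzyme; nearly all actives have a fitted effect of over 50% in size; many of its hits are not listed in these tables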
RGS12 GoLoco inh: inhibitors of human Gai1-RGS12 GoLoco interaction (red fluorophore); P63096; Gai1:RGS12 GoLoco peptide FP, rhodamine, 10 min; Potency, µM (doses to about 61.6 µM), without a hit: at the top dose activity, negative = inhibition, most hits filed as inhibitors; 0.44% of 230,000 active; AID 880; active means well fitted inhibition curve with a large enough effect, not every such curve was filed as active; inactive means no such curve, though single readings can be large or run the other way; further: on the % scale 0 is the no-effect control and ±100 the full control effect; nearly all actives have a fitted effect of over 30% in size; many of its hits are not listed in these tables
Target sequence (P63096 whole entry, looked up): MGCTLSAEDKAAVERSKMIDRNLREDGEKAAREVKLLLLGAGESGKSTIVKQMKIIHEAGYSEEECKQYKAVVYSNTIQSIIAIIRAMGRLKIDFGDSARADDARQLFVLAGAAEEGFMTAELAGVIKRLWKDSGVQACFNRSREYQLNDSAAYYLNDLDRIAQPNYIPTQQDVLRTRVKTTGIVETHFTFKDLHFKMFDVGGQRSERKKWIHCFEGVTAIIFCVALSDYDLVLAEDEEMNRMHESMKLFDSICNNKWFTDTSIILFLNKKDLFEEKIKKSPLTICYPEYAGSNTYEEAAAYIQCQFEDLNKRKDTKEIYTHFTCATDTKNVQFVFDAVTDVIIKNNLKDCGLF
* marks the source's active call; other numbers are inactive results; i = inactive; ? = inconclusive; . = no result given; & = joins results of further samples; [ ] = another dose, or the depositor's remark. Unless noted, the call rests on the fitted dose curve; in most records, active means well fitted curve in the direction sought with a large enough effect; inconclusive means small, poorly fitted or top-dose-only effect, or another doubt; inactive means no such curve, though single readings can be large; an effect the other way counts as inactive or inconclusive. Potency means the concentration at half of the fitted maximal effect.

SMILES	KinaseGlo FLuc	SMN2 splice up	Epigenetic derep	RECQ1 inh	IMPase Li cell	NPSR antag	JMJD2E inh	RGS12 GoLoco inh
COc1ccccc1N1CCN(CC(=O)c2c[nH]c3ccccc23)CC1	.	.	-1.4%	i	.	7%[7.67 µM]	-9%	9%
CC1=C(C#N)C(/C=N/OCc2ccc(Cl)cc2)CC(=O)N1 (stereo not given)	0%	-8%	-1.1%	0%	5%	-1%	?	7%
CN1CCN(S(=O)(=O)c2ccc(N3CCN(C(c4ccccc4)c4ccccc4)CC3)nc2)CC1	1%	-11%	3.3%	i	11%	-36%	-13%	15%
CCNC(=S)N(Cc1cccs1)Cc1cc2cc(OCC)ccc2[nH]c1=O	1%	-23%	0.0%	-4%	9%	-23%	?	3%
CCN(C(C)=O)c1nc(CCl)cs1	1%	-5%	-3.3%	-11%	-3%	9%	-4%	2%
CC(=O)c1cc2c(cc1NC(=O)CSc1nc3ccccc3[nH]1)OCO2	.	.	0.0%	-7%	.	-4%[46.1 µM]	?	.
O=c1c2ccccc2nc(SCc2ccc([N+](=O)[O-])cc2)n1CCCO	2%	-20%	0.0%	-12%	13%	-22%[46.1 µM]	1%	2%
Cc1ccc(-c2csc3ncnc(SCC(N)=O)c23)cc1	-1%	-6%	-2.2%[10.1 µM]	20%	9%	-2%	-3%	42%[activator]
CC(C)n1c(=S)[nH]c2scc(-c3cccs3)c2c1=O	.	.	-2.4%	28µM*	.	19%	-20%	15%
CCOc1ccc(NC(=O)c2ccccc2NC(=O)CN2CCN(C(C)=O)CC2)cc1	-5%	-7%	-4.5%	-1%	-6%[38.3 µM]	-14%[46.1 µM]	16%	6%
CC(=O)N1CCC(N(CCN2CCOCC2)C(=S)Nc2ccc(C)cc2)CC1	-1%	-16%	1.6%	-18%	-4%	13%	1%	4%
CCCC(=O)OC1CC(C)N(C(=O)c2ccccc2)c2ccc(C)cc21 (stereo not given)	-6%	-87%[inhibitor]	-1.2%	2%	5%	?	2%	-8%
COc1cccc(CN2C(=O)CCC2(C)C(=O)NC2CCCC2)c1 (stereo not given)	3%	-10%	-1.0%	-3%	44%[activator][38.3 µM]	-11%[46.1 µM]	3%	5%
O=C(CN1C(=O)c2cccc3cccc1c23)Nc1cccnc1	-1%	-19%	-1.0%	-1%	11%	-5%	2%	-93%
CCOc1ccc(C(=O)OCCCN(C)C)cc1	2%	-1%	-0.9%	0%	-1%	3%	15%	9%
O=C(CN1CCN(c2ccccn2)CC1)Nc1cccc(S(=O)(=O)N2CCOCC2)c1	.	.	2.2%	-12%	.	-3%	-4%	19%
Cc1ccc(S(=O)(=O)N2CCOCC2)cc1NC(=O)CSc1nnnn1C	-1%	6%	-1.4%	-6%	4%	11%	6%	-3%
COc1ccc(/C=N/NC(=O)c2cccnc2)cc1Cn1nc([N+](=O)[O-])c(Br)c1C	-1%	-13%	6.6%	-4%	14%	-3%	-2%	14%
N#CC1=C(N)OC2=C(C(=O)CC(c3ccccc3)C2)C1c1ccc2c(c1)OCO2 (stereo not given)	3%	-11%	-1.0%	-20%	14%	-21%	-2%	18%
O=C(CNC(c1ccccc1)c1ccccc1)Nc1c(F)cccc1F	-1%	4%	-1.3%	-3%	4%	-13%	12%	-16%

Printed as active in RECQ1 inh, among the entries above:
mol,RECQ1 inh,IMPase Li cell,NPSR antag,JMJD2E inh,RGS12 GoLoco inh
CC(C)n1c(=S)[nH]c2scc(-c3cccs3)c2c1=O,28µM*,.,19%,-20%,15%

Remaining list, next part
SMILES	KinaseGlo FLuc	SMN2 splice up	Epigenetic derep	RECQ1 inh	IMPase Li cell	NPSR antag	JMJD2E inh	RGS12 GoLoco inh
Nc1nn(-c2ccccc2)nc1C(=O)OCc1ccccc1	.	30%	-0.2%&0.0%	i	.	-23%	?	5%
COc1cc(SC)ccc1C(=O)OCC(=O)NC(=O)NC(C)C	-2%	25%	-0.9%	i	-9%	-5%	-6%	6%
COc1ccc2c(c1)C(C)=CC(C)(C)N2C(=O)C(C)N1C(=O)c2ccccc2C1=O (stereo not given)	-1%	-4%	-1.0%	1%	21%	-14%	-2%	2%
O=C(O)c1cccc(NC(=S)N/N=C/c2cccnc2)c1	0%	16%	0.9%	0%	-2%	10%	?	-10%
COc1ccc(Cl)cc1NC(=O)CN(C)C1CCCCC1	-4%	-30%	0.0%	-5%	9%[38.3 µM]	-22%[46.1 µM]	-1%	-7%
CC1CCC(C(C)C)C(OCC[N+](C)(C)C)C1 (stereo not given)	2%	-3%	-1.1%	-4%	20%	8%	3%	4µM*
Clc1ccc(Cn2cccc2C2=NCCO2)cc1	-2%	17%	-0.9%	-2%	13%[38.3 µM]	-12%[46.1 µM]	3%	10%
CCOc1cccc(N2C(=O)CC(n3cnc4ccccc43)C2=O)c1 (stereo not given)	-1%	-15%	-0.8%	-13%	11%[38.3 µM]	-3%[46.1 µM]	1%	-16%
CC(C)(C)Nc1oc(-c2ccccc2)nc1-c1ccccc1	-2%	14%	-1.1%	1%	14%	.	-4%	1%
CCC(C)[C@H](NC(=O)N1CCCC1)C(=O)OC (stereo not given in full)	-3%	10%	-2.6%	i	19%[38.3 µM]	-10%[46.1 µM]	8%	-5%
O=C(CSc1cccs1)NCCc1ccccc1	0%	26%	-0.9%	i	1%	12%	7%	-5%
CCC(C)(C(=O)NC1CCCC1)N(CC1CCCO1)C(=O)CNC(=O)c1ccccc1 (stereo not given)	1%	11%	5.7%	-5%	12%[38.3 µM]	-17%[46.1 µM]	2%	8%
CC(CN1CCCCCC1)C(=O)NN (stereo not given)	4%	13%	5.8%	-7%	-4%	11%	9%	-4%
COc1cccc(N2CCN(C(=O)C3CCCN(S(=O)(=O)c4cnc[nH]4)C3)CC2)c1 (stereo not given)	3%	-14%	-0.7%	-3%	0%[38.3 µM]	28%[46.1 µM]	4%	-2%
COCCN(C(=O)Cc1cccs1)c1nnc(-c2ccncc2)s1	1%	11%	1.0%	-2%	24%[38.3 µM]	-20%[46.1 µM]	?	47%[activator]
COC(=O)c1ccc(CSc2nc(N3CCOCC3)c3c(c2C#N)CC(C)(C)OC3)o1	3%	15%	-1.2%	-2%	?	-35%[46.1 µM]	0%	-4%
CCOC(=O)C1CCCN(C(=O)CNC(=O)Cn2ccc3ccccc3c2=O)C1 (stereo not given)	-4%	-1%	0.0%	-6%	23%[38.3 µM]	-6%[46.1 µM]	?	5%
CCN(CC)S(=O)(=O)c1ccc(C(=O)C(C#N)c2ccccn2)cc1 (stereo not given)	-5%	-22%	0.3%	-7%	2%[38.3 µM]	3%[7.67 µM]	-1%	-3%
COc1ccc(N=C2C(=Nc3ccc(OC)cc3)N(c3ccc(OC)cc3)C(=S)N2C(=O)c2ccc(OC)cc2)cc1	-3%	4%	4.7%	0%	-2%	2%[46.1 µM]	-7%	11%
CC/C(C)=N/Nc1nc(-c2cc3cccc(OC)c3oc2=O)cs1	.	.	4.1%	-10%	.	13%	-10%	8%

An excerpt from above, showing only KinaseGlo FLuc, Epigenetic derep and JMJD2E inh.
canonical_smiles	KinaseGlo FLuc	Epigenetic derep	JMJD2E inh
COc1ccc(Cl)cc1NC(=O)CN(C)C1CCCCC1	-4%	0.0%	-1%
CC1CCC(C(C)C)C(OCC[N+](C)(C)C)C1 (stereo not given)	2%	-1.1%	3%
Clc1ccc(Cn2cccc2C2=NCCO2)cc1	-2%	-0.9%	3%
CCOc1cccc(N2C(=O)CC(n3cnc4ccccc43)C2=O)c1 (stereo not given)	-1%	-0.8%	1%
CC(C)(C)Nc1oc(-c2ccccc2)nc1-c1ccccc1	-2%	-1.1%	-4%

Record cards, as listed above:
CC(CN1CCCCCC1)C(=O)NN (stereo not given) as listed: KinaseGlo FLuc = 4%; SMN2 splice up = 13%; Epigenetic derep = 5.8%; RECQ1 inh = -7%; IMPase Li cell = -4%; NPSR antag = 11%; JMJD2E inh = 9%; RGS12 GoLoco inh = -4%
O=C(CSc1cccs1)NCCc1ccccc1 as listed: KinaseGlo FLuc = 0%; SMN2 splice up = 26%; Epigenetic derep = -0.9%; RECQ1 inh = i; IMPase Li cell = 1%; NPSR antag = 12%; JMJD2E inh = 7%; RGS12 GoLoco inh = -5%

(continued)
SMILES	KinaseGlo FLuc	SMN2 splice up	Epigenetic derep	RECQ1 inh	IMPase Li cell	NPSR antag	JMJD2E inh	RGS12 GoLoco inh
Cc1ccc(C)c(N2CCN(C(=S)NC3CCCCC3)CC2)c1	-2%	1%	0.0%	-2%	-2%	-1%	8%	8%
O=S(=O)(c1cccc(-c2nnco2)c1)N1CCOCC1	-3%	13%	18%	i	-3%	16%	2%	6%
Nc1c(C(=O)NC23CC4CC(CC(C4)C2)C3)sc2nc3c(c(C(F)(F)F)c12)CCC3	2%	-25%	-3.2%	-14%	13%[38.3 µM]	-3%[46.1 µM]	5%	1%
CC1(C)Cc2c(C#N)c(NCCN3CCOCC3)nc(-c3ccccc3)c2CO1	.	.	0.4%	-6%	.	-6%	-14%	1%
Cc1cc(C(=O)Nc2cccnc2)on1	1%	7%	-1.0%	0%	3%	6%[46.1 µM]	8%	6%
Nn1c(SCC(=O)NC2CCS(=O)(=O)C2)nnc1-c1cccs1 (stereo not given)	.	.	0.0%	-11%	.	0%[7.67 µM]	-4%	-4%
Cc1ccc(C(=O)Oc2cccc(-n3cnnn3)c2)cc1	2%	0%	-2.5%	i	14%	18%	1%	20%
CCn1nnc(NC(=O)CSc2ccc(Cl)cc2)n1	-1%	-10%	-0.2%	-30%	8%[38.3 µM]	-11%[46.1 µM]	-4%	12%
C=CCNC(=S)Nc1cccc([N+](=O)[O-])c1	.	.	0.0%	i	.	3%	-3%	1%
CC(C)CNC(=O)COC(=O)CCC(=O)c1cccs1	1%	8%	-1.1%	4%	4%	26%	-2%	-2%
COc1cc(O)sc1C=Nc1ccc(Cl)cc1Cl	2%	0%	2.6%	-16%	-2%	-6%	7%	-4%
O=C(Nc1ccccc1)c1ccccc1OCc1ccc(S(=O)(=O)N2CCOCC2)cc1	.	.	1.7%	-8%	-28%	-7%	4%	2%

Screens from PubChem.

Only part of the results is shown, so the mix of outcomes need not match the whole.
